RT RNaseH block = HIV-1 RT RNase H inhibitors, primary screen, biochemical, fluorescence; AID 565, 2006; Gag-Pol polyprotein (Human immunodeficiency virus type 1 group M subtype B (isolate …; 65,000 tested, 1.9% active; RT-RNase H RNA/DNA duplex cleavage; inhibition, % at 10 µM; in the data active means inhibition above about 50%
RmlCD inh mix = RmlC and RmlD coupled enzyme inhibitors, primary screen, biochemical, 384-well, compound mixtures, retest; RmlC/RmlD coupled enzyme inhibition, 384-well mixture HTS; inhibition, % at 5.5 µM; 110,000 tested, 0.39% active; in the data active means inhibition above about 30%, passing the limit was not always enough; inconclusive means no clear call, values can overlap the other calls; further: strong numbers were not always called active
The depositor's hits bear a star; u = inconclusive; x = not tested or not shown; & = joins results of further samples.

Each structure is followed by: RT RNaseH block, RmlCD inh mix
- Cn1c2c(c3ccccc31)CCN=C2c1ccccc1
 : x, 7.9
- Cc1cc2c(c(=O)n1Cc1cccnc1)C(c1ccccc1)C(C#N)=C(N)O2 (stereo not given)
 : -4.0, -9.6
- CC(=O)c1ccc(OC(=O)C2CC(=O)N(c3cccc(C)c3)C2)cc1 (stereo not given)
 : 17.3, -8.3
- COc1ccc(/C=N/N2CCN(c3ccccc3OC)CC2)cc1OC
 : x, -13.0
- COc1ccc(C2C(C(=O)N3CCN(c4ccccc4)CC3)c3ccccc3C(=O)N2C)cc1OC (stereo not given)
 : x, 10.1
- Cc1csc(NC(=O)c2ccc(C)c(S(=O)(=O)N3CCCCC3)c2)n1
 : 2.4, 8.9
- Cc1cc(C)c(C(N)=O)c(Nc2cccc3ccccc23)n1
 : x, 5.7
- CSCC[C@H](NC(=O)OC(C)(C)C)C(=O)N1CCC(C(=O)N[C@@H](C)C(=O)O)CC1
 : -3.3, 17.4
- N#CC1=C(N)Oc2n[nH]c(-c3cccs3)c2C1c1cccs1 (stereo not given)
 : -36.2, 7.9
- CCCCCCc1ccc(OCC(=O)OC)cc1OCC(=O)OC
 : x, 15.3
- Cc1ccc(C2CC(c3ccccc3)=NN2C(=O)CSc2nnc(-c3ccc(Cl)cc3)o2)o1 (stereo not given)
 : x, 10.4
- Cc1ccc(NC(=O)N/C=C/c2ccco2)cc1
 : x, -8.2
- CCC(=O)OC1(C)C(=O)C=C2C=C(C3CC3)OC=C2C1=O (stereo not given)
 : x, -12.3
- CSc1nnc2c3cc(C)ccc3n(Cc3ccccc3)c2n1
 : 50.2*, -12.7
- CCOc1ccc(C(=O)Nc2ccc(N3CCN(C)CC3)cc2)cc1Br
 : -1.2, -15.1
- CCOC(=O)c1ccc(NC(=O)CCC2COc3ccccc3O2)cc1 (stereo not given)
 : x, -7.9
- CCCCOc1ccc(C(O)(CCC)CCN2CCOCC2)cc1 (stereo not given)
 : -8.1, x
- Fc1ccc(-n2nnc(-c3cnc4ccccc4c3)n2)cc1
 : x, 7.0
- CC(=O)c1cc(F)c(N2CCOCC2)cc1C
 : x, 8.1
- Cc1ccc2[nH]c3c(N4CCOCC4)ncnc3c2c1
 : -1.1, 6.5
- C=C(C)Cn1c(SCCCO)nc2c1c(=O)[nH]c(=O)n2C
 : -3.3, -13.3
- CCc1ccc(NC(=O)N(CCCOC(C)C)C2CCN(C(C)=O)CC2)cc1
 : -1.6, 5.0
- CCN(CCCNC(=O)C1CCN(S(=O)(=O)CC)CC1)c1cccc(C)c1
 : 4.8, u
- Cc1cccc2cc(CN(Cc3ccc4c(c3)OCO4)Cc3nnnn3C3CCCC3)c(=O)[nH]c12
 : -19.9, 17.0
- Cc1ccc(NCC(=O)c2ccccc2)cc1Cl
 : x, -4.6
- CCC(Sc1ncccc1C(=O)O)C(=O)N1CCCC1 (stereo not given)
 : -3.1, -36.6
- Cc1cccc(NC(=O)C2C3C=CC(C4CC34)C2C(=O)O)c1 (stereo not given)
 : x, -0.2
- N#CCCN/N=C(\Cc1nc2ccccc2[nH]1)c1ccccc1
 : x, -31.7
- COc1ccc(N=Cc2c(O)[nH]c3ccccc23)cc1
 : x, -9.3
- CCOc1nc(C)ccc1-c1noc(-c2ccco2)n1
 : -14.5, -0.9
- Cn1c(N)c(C(=O)COC(=O)CCCc2c[nH]c3ccccc23)c(=O)n(C)c1=O
 : -10.7, 10.6
- Cc1nc2c(c(C)nn2-c2ccccc2)c(C)c1CCC(=O)N1CCC2(CC1)OCCO2
 : -11.4, 0.5
- Nc1ncnc2c1ncn2CCNCCc1ccccc1
 : -15.4, -10.6
- Cc1ccc(S(=O)(=O)Cn2nnnc2C(CC(C)C)N2CCN(c3ccccc3)CC2)cc1 (stereo not given)
 : x, -21.0
- CS(=O)c1ccccc1COC(=O)Nc1cccc(Cl)c1 (stereo not given)
 : x, 9.1
- Cc1cc(NCc2ccccc2)nc(-c2ccccc2O)n1
 : -18.7, -54.1
- O=C(CSC1=NCCS1)N1CCCCCC1
 : -9.0, -13.1
- CC1=C(C#N)C(c2ccc3ncccc3c2)C(C#N)=C(C)N1
 : -10.0, 5.8
- CCCCN(CCCC)CCNC(=O)CNC(=O)c1cccs1
 : x, 16.7
- COc1ccc(C)cc1NC(=O)NCCC1=CCCCC1
 : -29.0, -10.3
- COc1cc(C2C3CN(C)CC=C3C(C#N)=C(N)C2(C#N)C#N)ccc1OC(C)C (stereo not given)
 : 1.3, -7.0
- Cc1ccc(C(=O)SC2=NCCS2)cc1
 : x, -77.9
- Cc1cc(C)nc(/N=C2\NC(=O)CC3C(=O)NCCN23)n1 (stereo not given)
 : 3.0, -14.1
- CCCC(=O)NC(Oc1ccccc1Cl)C(Cl)(Cl)Cl (stereo not given)
 : x, 7.7
- COc1ccc(/C=C2\SC(=S)N(NC(=O)c3csc4c3CCCC4)C2=O)cc1
 : x, 4.2
- CCOC(=O)CCCNC(=O)CN1C(=O)NC2(CCCCCC2)C1=O
 : -3.2, -2.6
- O=C(NCc1ccccn1)C1CCCN(S(=O)(=O)c2ccccc2)C1 (stereo not given)
 : -9.3, -19.2
- CCC1C(=O)N=C(SCC(=O)Nc2cccc3ccccc23)NC1=O (stereo not given)
 : 2.8, 14.4
- CCOC(=O)Cn1c(-c2ccccc2)nc2ccccc2c1=O
 : x, 5.6
- CC(=O)c1ccc(NC(=O)Cn2nc(C)cc2C)cc1
 : 3.4, 9.7
- Cc1[nH]c2ccccc2c1-c1nc2ccccc2[nH]1
 : 13.0, 10.7
- CCCCC(c1nnnn1CCOC)N1CCN(C)CC1 (stereo not given)
 : x, -6.7
- CCOC(=O)C1=C(N)n2c(s/c(=C\c3cccs3)c2=O)=C(C(=O)OCC)C1c1cccs1 (stereo not given)
 : 21.0, -1.1
- C1CCc2nnc(-c3nnc4n3CCCCC4)n2CC1
 : -3.8, 9.3
- Cc1ccc(-n2c(O)c(/C=N/n3cnnc3)c3ccccc3c2=O)cc1
 : -11.4, -6.5&18.8
- O=c1[nH]c2sc3c(c2c(=O)n1Cc1ccccc1)CCC3
 : -27.9, 26.9
- O=C(O)CCNc1nc(-c2ccccc2)nc2ccccc12
 : -4.1, -13.1
- COc1ccc(CCNC(=O)CNS(=O)(=O)c2ccc(Br)s2)cc1OC
 : x, -15.1
- O=C(c1cc2c(s1)CCC2)N1C(=O)c2ccccc2S1(=O)=O
 : -2.1, x
- COCCNC(=O)c1ccccc1NS(=O)(=O)c1ccc(Br)s1
 : x, 6.3

Remaining list, next part.
Each structure is followed by: RT RNaseH block, RmlCD inh mix
- O=C(c1ccco1)N1CCN(CC(O)COc2ccc3oc4ccccc4c3c2)CC1 (stereo not given)
 : -9.1, 8.3
- Brc1ccc(NCc2cccc3ccccc23)nc1
 : x, -9.1
- COc1cccc(-n2nnc3c(=O)n(CC(=O)Nc4ccccc4C)cnc32)c1
 : x, -10.2
- Cc1ccc(-c2onc3ccc(C4(C)OCCO4)cc23)cc1
 : x, -16.5
- CS(=O)(=O)N(Cc1ccccc1)c1ccc(C(=O)N2CCN(c3cccc(Cl)c3)CC2)cc1
 : x, -2.7
- CCOC(=O)c1coc(CNC(=O)c2c(C)oc3c2CCCC3)c1
 : -12.8, 5.5
- O=C(CSc1nc(-c2ccccc2)c(-c2ccccc2)[nH]1)NCc1ccco1
 : x, -12.6
- CCOC(=O)C1CCCN(C(=O)c2cncc(Br)c2)C1 (stereo not given)
 : -17.8, 4.8
- COc1ccccc1NC(=S)N1CCN(C(=O)c2ccco2)CC1
 : x, 1.7
- Cc1ccc(S(=O)(=O)N2CCC(C(=O)NCC3CCCO3)CC2)cc1 (stereo not given)
 : x, -7.1
- Cc1ccccc1NC(=O)N(C(C)C)C(C)C
 : x, 19.9
- CCOC(=O)C1=C(C)N(Cc2ccccc2)C(=O)NC1c1ccccc1OS(=O)(=O)c1ccccc1[N+](=O)[O-] (stereo not given)
 : x, 7.1
- O=C(C1CC1)N1CCN=C1SCc1ccc(Cl)cc1
 : -15.3, x
- O=C(c1ccc(Cl)cc1)c1cnc2ccccn12
 : x, -6.4
- CC(SC1=NCCS1)C(=O)Nc1nnc(-c2ccc(Cl)cc2)s1 (stereo not given)
 : x, 7.2
- Cc1ccc(C(C(=O)NC2CCCCC2)N2CCC3(CC2)OCCO3)cc1 (stereo not given)
 : x, -43.6
- O=C(CSc1ncn[nH]1)NCc1ccccc1
 : x, 11.8
- C=CCSc1nnc2c(n1)OC(c1cccnc1)N(C(C)=O)c1ccccc1-2 (stereo not given)
 : -8.0, -10.1
- C=CCn1c(O)c(C(C)=NCCN2CCCCC2)c(=O)[nH]c1=O
 : x, -180.7
- CCOC(=O)CSC1=Nc2ccccc2C2=NC(CC(=O)NCc3ccc(OC)cc3)C(=O)N12 (stereo not given)
 : -8.2, 10.2
- CCOC(=O)C(NC(=O)OC(C)C)(Nc1nccs1)C(F)(F)F (stereo not given)
 : -5.2, -16.7
- C/C(CCc1oc2ccc(Cl)cc2c1-c1ccc(C)o1)=N\O
 : x, -9.1
- Cc1ccccc1NC(=O)CSc1nnc(Cc2ccccc2)o1
 : x, 26.0
- COc1ccc(-c2oc3ncnc(N)c3c2-c2ccccc2)cc1
 : x, -11.3
- COCCCNC(=O)c1ccc(Cn2c(=O)c3ccccc3n(Cc3ccccc3C)c2=O)cc1
 : x, -0.9
- O=C(COC(=O)Cn1cnc2ccccc21)Nc1ccc2c(c1)OCCO2
 : 7.7, -12.4
- Cc1sc(-n2c(C)ccc2C)c(C#N)c1C
 : 65.1*, 6.7
- O=C(Cn1ccc([N+](=O)[O-])n1)N1CCCc2ccccc21
 : x, 12.0
- CCn1c(CNC(=O)c2ccc(OC)c(OC)c2)nnc1SCC(=O)c1ccc(OC)cc1
 : 4.3, -0.4
- Cc1cc(C)nc(NCC(O)CNc2ccccc2C)n1 (stereo not given)
 : x, 3.4

3 compounds drawn at random from the list so far, as already listed:
Each structure is followed by: RT RNaseH block, RmlCD inh mix
- O=C(COC(=O)Cn1cnc2ccccc21)Nc1ccc2c(c1)OCCO2
 : 7.7, -12.4
- COc1cccc(-n2nnc3c(=O)n(CC(=O)Nc4ccccc4C)cnc32)c1
 : x, -10.2
- O=C(Cn1ccc([N+](=O)[O-])n1)N1CCCc2ccccc21
 : x, 12.0

More records
Each structure is followed by: RT RNaseH block, RmlCD inh mix
- Cc1ccc(S(=O)(=O)N(C)CC(=O)N2CCOCC2)cc1
 : -2.1, 8.1
- Cc1cc(C)c(S(=O)(=O)c2ccccc2)c(Cl)n1
 : x, -77.0
- COc1ncccc1-c1nnn(-c2ccccc2)n1
 : x, -2.4
- CCOC(=O)CSc1nc2sc3c(c2c(=O)[nH]1)CC(C)(CC)OC3 (stereo not given)
 : x, 12.2
- Clc1cccc(/C=N/Nc2nc(Cl)nc3ccccc23)c1
 : x, 12.6
- O=C(Nc1ccccc1)Nc1ccccc1C(=O)NCc1ccco1
 : -23.6, -16.2
- CC(C)=CC(=O)Nc1ccc(Br)cc1
 : -2.7, -3.4
- CCCCCCC[C@H](N)[C@H](O)C(=O)N(C)[C@@H](CCS(C)=O)C(=O)N[C@@H](Cc1ccc(O)cc1)C(=O)N[C@@H](Cc1ccc(O)cc1)C(=O)O (stereo not given in full)
 : x, 3.7
- CCN(CC)CC(C)OC(=O)COc1ccc(OC)cc1 (stereo not given)
 : x, 1.8
- COC(=O)c1cn(-c2ccccc2)nc1-c1cccnc1
 : -35.4, 0.9
- COc1ccc2cc(CN(Cc3cccs3)Cc3nnnn3Cc3ccccc3)c(=O)[nH]c2c1
 : x, 0.4
- CSc1nc(=NC(C)=O)ss1
 : 22.9, -6.5
- COc1cccc(-c2nnc(SCc3nc4ccccc4[nH]3)n2N)c1
 : 24.9, x
- CC(C)(C)c1nc(S(=O)(=O)c2ccc(Cl)cc2)c(N2CCOCC2)o1
 : x, 5.8
- O=[n+]1c2c(n([O-])c3cc(Br)ccc31)CCC2
 : -1.9, -9.4
- CC(C(=O)NC1CCCC1)N(C(=O)c1ccc(-c2ccccc2)[nH]1)c1ccccc1F (stereo not given)
 : x, -3.5
- CC1(OC(=O)c2cccs2)C(=O)C=C2C=C(c3ccsc3)OC=C2C1=O (stereo not given)
 : x, 10.2
- COc1ccc(CN2C(=O)NC3(CCCCCC3)C2=O)cc1F
 : -10.1, -3.9
- Cc1nnc(NCc2ccco2)c2ccccc12
 : -3.9, 5.4
- CCCOc1ccc(/C(O)=C2/C(=O)C(=O)N(CCN(C)C)C2c2ccc(O)c(OC)c2)cc1 (stereo not given)
 : -10.3, -9.4
- Cc1c(N(C)C)nc2ccccc2c1N
 : 3.4, 11.5
- Clc1ccc(-c2nnc(CSc3nnc(-c4cccs4)o3)o2)cc1
 : x, -0.6
- CC(=O)c1sc(N)c(C(=O)OC(C)C)c1C
 : x, 11.7
- Cc1nc2ccc(S(=O)(=O)NCC(=O)N3CCN(c4ccccn4)CC3)cc2s1
 : -8.7, -6.3
- Cc1oc(-c2cccc(Cl)c2)nc1CN1CCCC(C(=O)NCc2ccco2)C1 (stereo not given)
 : 4.7, 11.1
- O=C(CS(=O)(=O)Cc1ccccc1)Nc1ccc(Cl)cn1
 : x, 5.6
- Cc1cccc(C2CC(c3ccccc3)Nc3nc(N)nn32)c1 (stereo not given)
 : 1.5, -7.8
- COc1ccc(-c2cc(C(F)(F)F)nc(SCC(=O)Nc3sc4c(c3C#N)CCC4)n2)cc1
 : x, -8.1
- O=C(COc1ccccc1Cl)Nc1ccc2c(c1)OCCO2
 : -40.1, x
- Cn1cc(Cl)c(C(=O)Nc2nc3ccccc3s2)n1
 : x, -3.0
- O=C(NCC(=O)N(c1ccccc1)C(C(=O)NC1CCCC1)c1cccnc1)c1cccs1 (stereo not given)
 : x, 4.9
- C=CCN(C(=O)CNS(=O)(=O)c1ccccc1)C(C(=O)NCCOC)c1ccncc1 (stereo not given)
 : 0.6, 10.0
- COc1cc(C(C(=O)NC(C)(C)C)N(C(=O)CNC(=O)c2cccs2)c2ccc(C(C)C)cc2)cc(OC)c1OC (stereo not given)
 : x, -28.2
- COc1ccc2ccc3c(c2c1)N=CC1(O3)N(C)c2ccccc2C1(C)C (stereo not given)
 : x, -6.6
- COc1ccc(-c2nc(C#N)c(NCCc3ccccc3)o2)cc1OC
 : -7.1, x

Screening results: PubChem BioAssay, several laboratories

An excerpt; rates above refer to the full screens.
